OXTR ag = agonists of human oxytocin receptor. P30559. CHO-OTR cells, Fluo-8 calcium fluorescence; normalized: DMSO 0%, oxytocin 100%. activation, % at 3 µM. 320,000 tested, 0.32% active;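 active = activation above the mean of all tested compounds plus 3 SD, cutoff set per screening run, cut at about 20% in these data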;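 note: peak over basal fluorescence ratio from a 100 s FLIPR kinetic read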
Target sequence (P30559 whole entry, looked up): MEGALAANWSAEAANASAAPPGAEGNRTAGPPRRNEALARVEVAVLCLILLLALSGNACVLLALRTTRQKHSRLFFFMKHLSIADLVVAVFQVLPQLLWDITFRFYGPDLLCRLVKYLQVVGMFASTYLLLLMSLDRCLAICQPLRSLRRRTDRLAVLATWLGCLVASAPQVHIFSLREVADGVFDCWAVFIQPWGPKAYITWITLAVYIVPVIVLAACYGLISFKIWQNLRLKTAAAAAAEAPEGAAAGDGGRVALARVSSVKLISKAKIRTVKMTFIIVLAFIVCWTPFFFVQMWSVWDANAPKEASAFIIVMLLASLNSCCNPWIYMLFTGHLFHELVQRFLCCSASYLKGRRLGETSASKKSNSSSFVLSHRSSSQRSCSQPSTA
M1 PAM parental = counter-screen for M1 PAMs: effect in parental CHO-K1 cells; ATP EC20, Fluo-8 calcium fluorescence; 0% at ATP EC20, 100% at ATP max; AID 602247; 360,000 tested, 0.02% active; activation, % at 3 µM;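 active = activation above the run cutoff, the mean activation of all test compounds plus 3 SD, cut at about 40% in these data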;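 note: peak over basal fluorescence ratio in a 140 s read after ATP addition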
TAAR1 antag = antagonists of human TAAR1; Q96RJ0; CHO RD-HGA16 TAAR1, Fluo-8 calcium fluorescence, antagonist; inhibition, % at 3 µM; 360,000 tested, 1.5% active; AID 624466;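 active = inhibition above a per-plate cutoff, the mean inhibition of test compounds on that plate plus 3 SD, cut at about 49% in these data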;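 note: 0% = DMSO plus EC80 beta-PEA response and 100% = DMSO alone without agonist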
Target sequence (Q96RJ0 whole entry, looked up): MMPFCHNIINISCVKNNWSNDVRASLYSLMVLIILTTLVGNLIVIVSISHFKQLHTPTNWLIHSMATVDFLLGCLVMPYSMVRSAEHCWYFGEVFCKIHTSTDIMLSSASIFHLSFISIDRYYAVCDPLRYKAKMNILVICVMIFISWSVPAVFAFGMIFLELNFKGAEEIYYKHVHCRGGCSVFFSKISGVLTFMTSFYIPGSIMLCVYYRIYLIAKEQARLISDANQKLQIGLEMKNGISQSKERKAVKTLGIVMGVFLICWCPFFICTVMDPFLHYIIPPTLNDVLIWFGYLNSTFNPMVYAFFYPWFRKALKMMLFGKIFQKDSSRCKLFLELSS
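Test system: RD-HGA16 CHO cells with stable hTAAR1 and Gα16 / Probe or stimulus: EC80 β-phenethylamine stimulus / Times: seeding 17-24 h prior, 75-min 37 °C, 30-min RT dye loading / Detection: Fluo-8 calcium-sensitive fluorescence / Read-out basis: % inhibition scaled between DMSO and EC80 PEA controls / Repeats: singlicate, one well per test compound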
V1aR counter = V1a receptor agonism, counter-screen for OXTR agonists. 320,000 tested, 0.25% active. P37288. activation, % at 3 µM. AID 2797. CHO-V1R cells, Fluo-8 calcium fluorescence, agonist mode; 0% DMSO, 100% 3 nM vasopressin;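 active = activation above the mean activation of all tested compounds plus 3 SD, per screening run, cut at about 20% in these data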;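 note: signal is peak over basal fluorescence ratio across a 100 second FLIPR read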
CHO parental Ca = counter-screen: ATP calcium response change in parental CHO cells. parental CHO-K1, ATP-induced calcium, Fluo-8 fluorescence. inhibition, % at 5.6 µM. 330,000 tested, 0.63% active. AID 463079;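 active = inhibition above that plate's mean sample inhibition plus 3 SD, cut at about 26% in these data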;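 note: 0% = ATP-challenged DMSO wells and 100% = DMSO wells without ATP; some compounds past the cut are filed as inactive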
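material = parental CHO cells | also added = ATP as calcium-mobilizing challenge | dosing = single point at 5.6 µM | detection = intracellular calcium via Fluo-8 no-wash fluorescent dye | read-out = % inhibition | benchmarks = low control ATP plus DMSO, high control DMSO only | repeats = one well per compound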
GPR7 antagonist = antagonists of human GPR7 (neuropeptides B/W receptor 1); GPR7-expressing cells, fluorescence antagonist assay; inhibition, % at 4.4 µM; P48145; 290,000 tested, 1.1% active; in the data active = inhibition above about 16%, passing the limit was not always enough;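 note: cells stimulated with the agonist NPW; 0% = agonist with vehicle and 100% = vehicle without agonist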
Target sequence (P48145 whole entry, looked up): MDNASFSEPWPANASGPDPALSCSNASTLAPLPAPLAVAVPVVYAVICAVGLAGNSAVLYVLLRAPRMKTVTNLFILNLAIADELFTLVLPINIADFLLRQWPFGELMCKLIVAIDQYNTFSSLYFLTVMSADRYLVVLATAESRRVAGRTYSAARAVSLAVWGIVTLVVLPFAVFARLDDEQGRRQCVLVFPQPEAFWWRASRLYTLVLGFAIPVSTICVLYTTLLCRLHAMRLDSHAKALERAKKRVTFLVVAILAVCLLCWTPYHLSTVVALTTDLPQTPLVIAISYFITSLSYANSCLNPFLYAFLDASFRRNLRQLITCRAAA
CHO-K1 Ca antag = M1 antagonist counterscreen hit in parental CHO-K1 cells. inhibition, % at 3 µM. ATP-induced calcium, Fluo-8 fluorescence. 360,000 tested, 0.6% active;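 active = inhibition above a per-plate cutoff, the plate's mean sample inhibition plus 3 SD, cut at about 24% in these data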;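 note: 0% = DMSO plus EC80 ATP and 100% = DMSO alone without ATP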
OXTR potentiator = potentiators of human oxytocin receptor; P30559; CHO-OTR cells, Fluo-8 calcium fluorescence, potentiator mode; 0% = oxytocin EC15, 100% = EC100; activation, % at 3 µM; 320,000 tested, 0.061% active;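 active = activation above that plate's cutoff, the mean activation of tested compounds plus 3 SD, cut at about 6.6% in these data, passing the limit was not always enough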;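 note: 100% uses oxytocin at 75 nM as the full agonist control; some results filed as inactive read as strong as hits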
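Material: CHO-OTR cells, human receptor; compound dosing: single dose, 3.0 µM nominal final compound concentration; schedule: 6 min compound pre-incubation at room temperature, 100 s kinetic read; measured by: kinetic Fluo-8 calcium fluorescence; read-out basis: % activation vs EC15 and EC100 oxytocin; controls: EC15 oxytocin alone as 0%, 75 nM oxytocin as 100%; replicates: singlicate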
M1 ag parental = M1 agonist counterscreen hit in parental CHO-K1 cells; AID 602248; Fluo-8 calcium fluorescence; scaled to maximal ATP response, vehicle zero; 360,000 tested, 0.48% active; activation, % at 3 µM; in the data active = activation above about 15%;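 note: untransfected CHO-K1 host cells lacking M1 receptor as counterscreen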
Active calls of the source: *; / = no result given. This is a random part of the collection; overall some 3.5% were active at least once.

SMILES | OXTR ag | M1 PAM parental | TAAR1 antag | V1aR counter | CHO parental Ca | GPR7 antagonist | CHO-K1 Ca antag | OXTR potentiator | M1 ag parental
CN1CCN(c2nc(N3CCN(CCO)CC3)nc3ccccc23)CC1 | 0.8 | 17.1 | -3.0 | -0.3 | -3.6 | 0.7 | -6.0 | -5.7 | 0.0
CC(=O)N1[C@H](C)C=C[C@]1(Cc1ccccc1)C(=O)O | -0.3 | -8.4 | 14.3 | 0.2 | -7.1 | 6.3 | -5.5 | -4.9 | 0.5
COc1ccc(Nc2ncnc3sc(-c4ccccc4)cc23)cc1OC | -0.8 | 13.7 | 22.4 | -0.7 | -17.7 | -8.2 | -2.7 | -3.1 | 1.8
COc1ccc(NC(=O)/C(Cl)=C(/Cl)S(=O)(=O)Cc2ccccc2)cn1 | / | 23.0 | 11.9 | / | / | 16.2 | -4.7 | / | 3.9
COc1ccc(CCN(Cc2ccccn2)C(=S)Nc2ccccc2Cl)cc1OC | 1.2 | -9.9 | -38.7 | 0.3 | -7.5 | 18.1 | 0.5 | -4.7 | 0.5
COc1ccc(NS(=O)(=O)c2cc(NC(=O)c3ccc(=O)[nH]n3)ccc2N2CCOCC2)cc1 | 0.8 | 4.9 | 1.2 | 0.2 | -13.8 | / | -17.3 | -7.1 | 0.2
Cc1ccc(Nc2c(-c3ccccn3)nc3cc(C)ccn23)cc1 | -0.6 | -14.8 | -2.8 | 6.0 | -18.6 | -2.2 | -14.4 | -1.0 | 0.2
CC[C@@]1(C(=O)OC)N[C@H](CN(C)S(=O)(=O)c2ccc(C(C)(C)C)cc2)[C@@H]2C(=O)N(Cc3ccccc3)C(=O)[C@@H]21 | -0.8 | 6.7 | 9.4 | 0.3 | -13.8 | / | 0.5 | -0.6 | 0.2
Cc1ccc(Cn2ccsc2=NC(=O)COC(=O)c2ccc(NC(=O)CC#N)cc2)cc1 | 0.5 | 5.7 | 35.4 | 0.6 | -5.9 | / | 0.2 | -6.0 | 9.0
Nc1ccccc1C(=O)N1CCC(O)(c2ccc(Cl)cc2)CC1 | / | 25.1 | -9.3 | / | / | -0.4 | -8.6 | / | 6.5
Cc1ccc(S(=O)(=O)N2CCN(C(=O)COC(=O)CCOc3ccc(C(C)(C)C)cc3)CC2)cc1 | 7.6 | -5.8 | -2.8 | 6.2 | 25.4 | / | -3.2 | -15.3 | 7.5
COCc1ccccc1C1=CC(=O)C[C@H](c2ccc(OC)cc2)C1 | -1.5 | -13.9 | 21.3 | -1.3 | -17.7 | / | 1.5 | -6.9 | -0.5
CCC(c1nnnn1C1CCCCC1)N(Cc1ccco1)Cc1cc2ccc(OC)cc2[nH]c1=O (stereo not drawn) | / | -5.3 | -19.7 | / | / | -1.1 | -5.5 | / | -0.3
CCOc1cccc(C2C(C(=O)c3ccc(C)o3)=C(O)C(=O)N2Cc2ccncc2)c1 (stereo not drawn) | -0.6 | -0.3 | -5.0 | -0.1 | -12.5 | -3.4 | 1.4 | -13.3 | 0.0
O=C(COC(=O)c1ccccc1C(=O)N1CCN(c2ccccc2)CC1)NCc1ccccc1 | -1.2 | -10.4 | 10.5 | 2.4 | -18.4 | -5.9 | 10.5 | -11.8 | 3.2
O=C(NCc1nnc(SCC(=O)N2CCCC2)o1)c1c(F)cccc1Cl | -0.7 | 9.7 | 6.1 | 1.3 | -2.6 | -18.4 | -4.2 | -3.0 | 0.1
CCCCn1c(=O)c(CCC(=O)OCC(=O)Nc2cccc3ccccc23)nc2ccccc21 | -1.8 | 22.2 | -30.1 | 0.8 | -27.3 | -0.9 | -11.2 | -0.2 | 2.5
Cc1ccccc1OCC1CN(CN2CCOCC2)C(=O)O1 (stereo not drawn) | 0.7 | 2.6 | -5.6 | -0.6 | -5.1 | -6.5 | 4.0 | -5.6 | -0.1
CCCCn1c(SCC(=O)N2CCC(C)CC2)nc2ccsc2c1=O | -1.6 | 6.3 | -11.2 | -2.0 | -10.3 | 12.3 | 16.0 | -0.4 | 0.0
CCOc1ccc(N2C(=O)Nc3ccc(Br)cc3C2(O)C(=O)NCCCN(C)C)cc1 (stereo not drawn) | -0.4 | -1.9 | -0.5 | 0.9 | -1.1 | -0.6 | -8.0 | -14.9 | 1.5
O=c1c2ccccc2nnn1CSc1nnc(-c2cccnc2)n1-c1ccccc1F | 0.0 | -3.2 | 19.9 | -0.6 | 5.7 | -5.2 | 18.2 | -11.1 | 0.8
O=C(/C=N/O)NCC1CCNCC1 | 0.7 | 9.0 | 0.2 | 0.3 | 7.4 | 21.4 | -11.5 | -10.9 | 0.6
CC(C)(C)c1ccc(/C=C2\CCn3c2nc2cc(C(=O)O)ccc2c3=O)cc1 | 1.0 | -4.0 | / | -0.1 | -11.0 | -5.2 | -2.6 | -10.4 | 0.1
Cc1cc(N2C(=O)c3ccc(C(=O)Nc4ccccc4O)cc3C2=O)no1 | 0.6 | 7.1 | 10.6 | 0.3 | 3.3 | -3.7 | -6.3 | -3.0 | 0.2
CCc1nc2ccc(C(=O)NCc3ccc4c(c3)OCO4)cn2c1N(C)Cc1ccc(OC)cc1 | / | 8.7 | 29.8 | / | / | / | -4.5 | / | 1.1
COC(=O)CN(C)C(=O)c1ccccc1OC1CCN(S(C)(=O)=O)CC1 | -1.1 | 14.3 | -7.7 | 0.3 | -4.2 | -5.5 | -1.2 | -4.8 | 1.1
CCOC(=O)c1c(C)oc2c1c(C=NCC1CCCO1)c(O)c1ccccc12 (stereo not drawn) | / | 8.9 | -5.7 | / | / | 1.5 | 1.5 | / | 0.2
COc1ccc(NC2=NCC(=O)N2c2ccccc2)c(OC)c1 | -0.1 | 16.9 | 6.5 | -0.2 | 11.7 | -8.6 | -7.1 | -4.3 | 0.9
CCOc1ccc(NS(=O)(=O)c2ccc3c(c2)CCN3C(=O)C2CCC2)cc1 | 5.4 | -1.8 | 18.3 | 5.1 | -32.5 | -2.4 | -11.4 | -7.1 | 0.8
CC1(C)CC(NC(=O)COc2ccc3c4c(c(=O)oc3c2)CCCC4)CC(C)(C)N1 | 0.7 | 20.8 | -10.3 | 0.5 | -4.6 | -0.1 | -4.1 | -5.5 | -0.1
CCOc1ccc(/C=N/N2C(=O)C(CC(=O)Nc3ccc(F)cc3F)SC2=NC)cc1OC (stereo not drawn) | 1.5 | 3.5 | 34.8 | -0.1 | -0.5 | -9.5 | -1.6 | 1.4 | 3.5
CCC(=O)N1N=C(c2ccc(NS(=O)(=O)CC)cc2)CC1c1ccc(C)cc1 (stereo not drawn) | -1.7 | 16.0 | -25.8 | 0.8 | -1.3 | 13.3 | -3.9 | -5.0 | -0.2
COc1nnc(-c2ccc(N3CCOCC3)c(NC(=O)c3ccccc3)c2)c2ccccc12 | -1.8 | 3.9 | -0.2 | -0.6 | -15.3 | -8.1 | -7.2 | 4.8 | -0.1
N#Cc1ccc(-c2nnnn2-c2ccc3c(c2)OCO3)cc1 | -0.1 | 8.7 | -1.1 | -0.2 | -14.5 | -0.5 | -6.8 | -10.6 | 0.3
COCCn1cnc2c1c(=O)n(CC(=O)O)c(=O)n2Cc1ccccc1 | -0.1 | 7.1 | -11.9 | 0.5 | 3.0 | 0.2 | 8.1 | -10.5 | 0.0
O=C(OCC(=O)N1CCCCC1)c1n[nH]c(=O)c2ccccc12 | / | -5.0 | 7.7 | / | / | / | -1.7 | / | 1.6
CCCN(Cc1cc2ccc(C)cc2[nH]c1=O)C(=O)c1ccccn1 | 0.8 | 6.2 | 17.2 | 0.8 | -13.7 | -14.9 | 8.5 | -9.0 | 0.0
CN(C(=O)c1cc(-c2ccccc2)on1)C1CCCCC1 | -1.2 | 14.6 | 2.2 | -0.1 | -3.7 | 10.8 | -9.6 | -1.6 | -0.4
CC(CC(=O)Nc1cccc(S(=O)(=O)N2CCCCC2)c1)c1ccccc1 (stereo not drawn) | 5.8 | 11.5 | 16.4 | 8.1 | -7.8 | / | -19.1 | -10.7 | 7.3
COc1c(Cl)cnn(-c2cccc(C)c2)c1=O | -0.9 | 16.7 | -13.2 | -0.3 | -1.2 | -5.5 | -5.2 | -8.9 | 0.7
Cc1ccc(S(=O)(=O)N2CCN(Cc3ccccc3C(F)(F)F)CC2)cc1 | -0.7 | 8.0 | 3.0 | 1.9 | -1.2 | -9.2 | -14.3 | -19.6 | -0.2
O=C(NNc1c(F)c(F)cc(F)c1F)c1ccco1 | 1.7 | 10.4 | 4.4 | 1.2 | 5.2 | / | -10.1 | 0.2 | 0.5
COc1ccc(C2CCCN2CC(O)COc2ccccc2C(C)C)cc1 (stereo not drawn) | 1.4 | 4.1 | -25.6 | 0.7 | -20.3 | 24.1* | -14.1 | -10.4 | 2.8
CCCN(CCC)S(=O)(=O)c1ccc(C(=O)N2CCN(C)CC2)cc1 | / | -28.9 | -6.1 | / | / | -11.0 | 6.1 | / | 1.1
Cn1nc([N+](=O)[O-])c(C(C#N)c2ccccn2)c(Cl)c1=O (stereo not drawn) | 0.2 | 10.0 | 1.4 | -0.8 | 5.2 | -13.7 | -3.5 | -9.8 | 0.0
CCOC(=O)CCn1nnc(N)n1 | -0.5 | 9.2 | -2.2 | 0.0 | -1.2 | -0.2 | -16.8 | -5.0 | 0.9
COc1ccc(C2CCc3cc4c(cc3C2=NO)OCO4)cc1OC (stereo not drawn) | / | -1.8 | 8.7 | / | / | / | -3.9 | / | 7.4
COc1cccc(-c2ccc3c(c2)N(Cc2cccc(F)c2)C(=O)C(C)S3)c1 (stereo not drawn) | / | 14.8 | -4.3 | / | / | / | -10.4 | / | 1.2
COc1ccc(NS(=O)(=O)c2cc(NC(=O)CNC(=O)c3cccc(OC)c3)ccc2C)cc1 | -1.5 | -4.2 | 3.2 | 0.3 | -15.9 | -0.3 | 1.6 | -5.8 | 0.3
COc1ccc(CCC(C)NC2C3CC4CC(C3)CC2C4)cc1 (stereo not drawn) | / | -3.5 | -7.8 | / | / | 16.1 | 4.2 | / | 1.5
CC(=O)Nc1nc(NCc2ccccc2Cl)n(-c2ccccc2)n1 | -0.2 | -8.1 | -8.0 | 0.4 | -8.5 | 0.4 | 9.5 | -9.3 | 0.2
c1ccc(CC[C@@H]2CC[C@@H](CCc3ccccc3)N2)cc1 | 1.4 | 17.9 | 6.1 | 1.1 | -13.6 | / | -12.3 | -5.1 | 3.7
